HTR5A ag = HTR5A agonists in luminescence cell assay, primary screen, counter-screen for OPRM1-OPRD1 heterodimer agonist project, full-deck HTS; 5-hydroxytryptamine receptor 5A (Homo sapiens), P47898; cell-based; activation, % at 9.3 µM; 340,000 compounds, 0.61% hits; AID 504692, 2011; in the data active = activation mostly above about 9.5%, no sharp cut-off; inactive = mostly below about 7.6%;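 note: 0% = cells with vehicle only and 100% = reference agonist; strong numbers were not always called active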
Target sequence (P47898 whole entry, looked up): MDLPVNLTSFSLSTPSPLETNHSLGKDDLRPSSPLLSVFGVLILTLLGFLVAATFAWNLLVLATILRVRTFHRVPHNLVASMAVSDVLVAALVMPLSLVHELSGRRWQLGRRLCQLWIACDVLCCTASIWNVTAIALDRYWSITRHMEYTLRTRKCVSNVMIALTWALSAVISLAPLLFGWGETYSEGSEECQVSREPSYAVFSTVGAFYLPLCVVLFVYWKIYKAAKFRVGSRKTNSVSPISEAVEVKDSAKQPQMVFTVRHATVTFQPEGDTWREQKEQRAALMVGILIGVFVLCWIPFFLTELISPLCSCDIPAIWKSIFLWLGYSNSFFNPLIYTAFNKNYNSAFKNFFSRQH
CAL-PDZ inh HTS = untagged CAL PDZ binding inhibitors, primary screen, biochemical, fluorescence polarization, HTS; purified CAL PDZ, TMR-peptide fluorescence polarization, 1 h; AID 602252, 2012; inhibition, % at 24.9 µM; 300,000 compounds, 0.92% hits;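 active = mean inhibition of at least 30% with at least half of replicates also reaching 30%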;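 note: 0% = DMSO neutral control and 100% = excess unlabeled competitor peptide PRC23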
RTF Ca sens inh = cardiac RTF calcium sensitivity inhibitors, primary screen, biochemical, IANBD-TnC fluorescence, EC70 calcium. Troponin I, cardiac muscle (Homo sapiens) + Troponin T, cardiac muscle (Homo sapiens) + …. IANBD-labeled cardiac RTF, Ca2+ fluorescence. inhibition, % at 7.15 µM. 340,000 compounds, 0.12% hits;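 active = inhibition above the mean inhibition of all tested compounds plus 3 SD, cut at about 17% in these data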;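 note: assay run at fixed EC70 calcium of 1.6 mM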
HTR5A inv ag = HTR5A inverse agonists in luminescence cell assay, primary screen, counter-screen for OPRM1-OPRD1 heterodimer inverse agonist project, full-deck HTS; 5-hydroxytryptamine receptor 5A (Homo sapiens), P47898; 340,000 compounds, 0.083% hits; AID 504634, 2011; inhibition, % at 9.3 µM; HTR5A cell line, inverse agonism; in the data active = inhibition mostly above about 23%, no sharp cut-off; inactive = mostly below about 18%;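 note: 0% = cells with DMSO and 100% = no-cell wells with DMSO; some compounds called inactive have numbers as strong as hits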
MOR-DOR inv ag = inverse agonists of MOR-DOR heterodimerization, primary screen, cell-based, luminescence; AID 504357, 2011; cell-based MOR-DOR heterodimer luminescence, inverse agonism; Mu-type opioid receptor (Homo sapiens) + Delta-type opioid receptor (Homo sapiens), …; inhibition, % at 9.3 µM; 340,000 compounds, 0.21% hits; in the data active = inhibition above about 22%, passing the limit was not always enough;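 note: 0% = cells with DMSO and 100% = wells without cells with DMSO; values of inactives mirror those of a sister screen read the other way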
V-ATPase pH = regulators of yeast V-ATPase proton pumping, primary screen, pHLuorin cytosolic pH fluorescence; S. cerevisiae; response, % at 10 µM; 350,000 compounds, 0.37% hits; AID 504577, 2011; in the data active = response mostly above about 7.3%, no sharp cut-off; inactive = mostly below about 5.4%; note: actives read high; inactives centre near 0; some compounds called inactive have numbers as strong as hits; reference of the scale not given here
LANA DNA inh = inhibitors of KSHV C-LANA binding to DNA, primary screen, biochemical, fluorescence polarization, FAM-LBS DNA, MBP-C-LANA, single point | AID 504423, 2011 | inhibition, % at 9 µM | 340,000 compounds, 0.078% hits;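 active = highest replicate inhibition at or above 60% at 9 µM, even if other replicates fall short; inactive = all replicates below 60% inhibition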;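 note: 0% = neutral control wells and 100% = 4 µM acridine orange control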
RTF Ca sens act = cardiac RTF calcium sensitivity activators, primary screen, biochemical, IANBD-TnC fluorescence, EC20 calcium. Troponin I, cardiac muscle (Homo sapiens) + Troponin T, cardiac muscle (Homo sapiens) + …. IANBD-labeled TnC RTF fluorescence at EC20 calcium; 0% EC20 calcium, 100% full calcium. activation, % at 7.2 µM. 340,000 compounds, 0.24% hits. AID 493008, 2010;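 active = activation above the mean over all tested compounds plus 3 SD, cut at about 30% in these data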;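 note: rise in fluorescence read as greater calcium sensitivity of cardiac thin filaments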
MOR-DOR ag = agonists of OPRM1-OPRD1 heterodimerization, primary screen, cell-based, luminescence; AID 504326, 2011; cells; 340,000 compounds, 0.3% hits; activation, % at 9.3 µM; in the data active = activation above about 18%;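 note: 0% = vehicle-treated cells and 100% = reference agonist; values of inactives mirror those of a sister screen read the other way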
Keap1-Nrf2 PPI = Keap1-Nrf2 protein-protein interaction inhibitors, primary screen, biochemical, fluorescence polarization, single point | Kelch-like ECH-associated protein 1 (Homo sapiens), Q14145 | Keap1 Kelch-Nrf2 peptide fluorescence polarization, 1536-well | inhibition, % at 9.4 µM | 340,000 compounds, 0.15% hits | AID 504523, 2011; in the data active = inhibition above about 12%;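 note: human Keap1 Kelch domain with fluorescein labeled Nrf2 9mer peptide probe; 0% = neutral control wells and 100% = peptide positive control; higher means more block of Keap1 binding to Nrf2 peptide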
Target sequence (Q14145 whole entry, looked up, the tested form may be a part): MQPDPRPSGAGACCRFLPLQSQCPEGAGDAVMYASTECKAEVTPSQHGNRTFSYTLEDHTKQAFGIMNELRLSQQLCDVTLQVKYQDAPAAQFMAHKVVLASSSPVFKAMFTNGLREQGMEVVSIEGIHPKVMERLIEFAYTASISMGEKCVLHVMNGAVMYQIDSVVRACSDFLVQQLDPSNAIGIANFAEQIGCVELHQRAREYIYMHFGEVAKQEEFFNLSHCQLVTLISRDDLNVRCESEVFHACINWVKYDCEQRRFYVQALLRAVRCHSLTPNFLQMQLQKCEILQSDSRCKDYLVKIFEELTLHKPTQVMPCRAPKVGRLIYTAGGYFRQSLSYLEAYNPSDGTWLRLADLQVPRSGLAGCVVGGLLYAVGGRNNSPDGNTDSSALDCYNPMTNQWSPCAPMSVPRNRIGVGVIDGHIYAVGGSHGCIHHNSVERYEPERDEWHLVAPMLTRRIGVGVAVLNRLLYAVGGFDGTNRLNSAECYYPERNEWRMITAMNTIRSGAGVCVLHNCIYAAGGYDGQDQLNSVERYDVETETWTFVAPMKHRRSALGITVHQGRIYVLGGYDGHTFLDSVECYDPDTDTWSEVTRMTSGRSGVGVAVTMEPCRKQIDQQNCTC
Numbers without * were called inactive; · = no result given; + = active, no number.

Value order – HTR5A ag | CAL-PDZ inh HTS | RTF Ca sens inh | HTR5A inv ag | MOR-DOR inv ag | V-ATPase pH | LANA DNA inh | RTF Ca sens act | MOR-DOR ag | Keap1-Nrf2 PPI
> CCN1CCN(c2ccc(Cl)cc2NC(=O)c2ccco2)CC1
 : -6 | -7 | 1 | 15 | -6 | 0 | 1.4 | 1 | 1.4 | -8
> CCOP(=O)(c1c(F)c(F)c(F)c(F)c1F)C1(O)CCCCC1 (configuration not stated)
 : 1 | -2 | -3 | 7 | -2 | 0 | -3.8 | -4 | 0.5 | 5
> O=C(NCCc1ccccc1)C1CCC(Cn2c(=O)c3ccccc3n(Cc3cccc(F)c3)c2=O)CC1 (configuration not stated)
 : -4 | -1 | -7 | 12 | 16 | 0 | 0.3 | -1 | -3.1 | -1
> CCNS(=O)(=O)c1ccc(OCCNS(C)(=O)=O)cc1
 : -4 | -1 | -8 | 0 | 7 | -2 | 4.1 | -7 | -1.1 | 1
> COC(=O)c1[nH]c2cccc(OC)c2c1NC(=O)CN(C)CC1OCCO1
 : 1 | · | 0 | -3 | 7 | 0 | 0.1 | -4 | -1.5 | 0
> O=C(OCc1nnc(-c2ccccc2)o1)c1cc(Cl)ccc1[N+](=O)[O-]
 : 0 | -3 | -7 | 1 | -2 | 2 | 1.2 | 5 | 0.5 | -7
> COc1ccc(OC)c(/C=N/NC(=O)CSc2cc(C)nc3c(OC)cccc23)c1
 : · | -6 | · | · | · | 2 | -0.7 | · | · | 2
> CCc1noc(C)c1C(=O)N(C)CC(=O)Nc1cccc(OC)c1
 : 1 | -2 | -4 | -3 | 11 | -2 | 0.1 | 0 | -2.9 | -4
> Cc1ccc(/C=C2\SC(=S)N(CC(=O)Nc3cccnc3)C2=O)cc1
 : 11 | 0 | -9 | -5 | -6 | 7 | 1.6 | -5 | 1.0 | -5
> c1ccc(OCc2nc3c4c(ncn3n2)-c2ccccc2CC42CCCC2)cc1
 : 6 | -1 | -7 | 3 | 0 | 1 | -1.5 | -3 | 0.0 | -2
> CC1CCCCC12NC(=O)N(CC(=O)N(C)Cc1nc3ccccc3c(=O)[nH]1)C2=O (configuration not stated)
 : 4 | -2 | -2 | -3 | 10 | -5 | 0.0 | 0 | -2.7 | -5
> Cc1ccc(S(=O)(=O)c2nc(S(=O)(=O)c3ccccc3)sc2N2CCN(C)CC2)cc1
 : -5 | · | 4 | 22 | 17 | 1 | -0.4 | 5 | -3.3 | -4
> COc1ccc(C2CC(C)(c3ccc(OC)cc3OC)Nc3ccccc3N2)c(OC)c1 (configuration not stated)
 : -3 | -6 | 1 | 16 | -1 | -1 | 0.5 | -2 | 0.1 | -5
> Cc1ccc(C(=O)OC(C)C(=O)NC2CCCCC2C)s1 (configuration not stated)
 : -5 | · | -5 | -22 | -17 | -1 | 0.8 | 2 | 4.2 | 0
> COc1ccc(NC(=O)COc2ccc(C)c(C)c2)cc1S(=O)(=O)N1CCCCC1
 : 5 | 0 | -12 | -14 | -7 | 0 | -1.5 | -1 | 1.1 | -3
> CC1=C(C)CC(C(=O)NNC(=O)c2cccc(Cl)c2)C(C(=O)O)C1 (configuration not stated)
 : 13 | -1 | -7 | 17 | -5 | 1 | 0.9 | 16 | 1.0 | -2
> O=C(COC(=O)c1cccc(F)c1)NC1CC1
 : -4 | -1 | -13 | 10 | -1 | 8 | 2.2 | 11 | 0.2 | 0
> O=S1(=O)CCO[C@H]2Cc3ccccc3[C@H]2N1Cc1cccc(F)c1
 : 0 | -4 | -5 | 19 | 1 | 0 | 0.1 | 7 | -0.2 | 1
> O=C(O)c1ccc2c(=O)n3c(nc2c1)/C(=C/c1ccc(C(F)(F)F)cc1)CC3
 : 1 | -4 | -3 | -4 | 19 | 4 | -0.3 | 5 | -4.1 | 3
> CCOc1ccc(N=C(C)c2ccccc2O)cc1
 : 0 | · | 0 | -21 | 15 | 5 | -1.3 | 9 | -2.8 | -5

More results
Value order – HTR5A ag | CAL-PDZ inh HTS | RTF Ca sens inh | HTR5A inv ag | MOR-DOR inv ag | V-ATPase pH | LANA DNA inh | RTF Ca sens act | MOR-DOR ag | Keap1-Nrf2 PPI
> CCn1nc(C(C)C(=O)O)c2ccccc2c1=O (configuration not stated)
 : -1 | · | -3 | -6 | 21 | 0 | -1.7 | -3 | -4.3 | 1
> O=C(COc1ccccc1)NCCc1nc2ccccc2[nH]1
 : 7 | -2 | -22 | -9 | 21 | 2 | 1.4 | 5 | -3.9 | -6
> c1ccc(-c2noc(-c3cccnc3)n2)cc1
 : 1 | -4 | -13 | 5 | 14 | 5 | -0.3 | -3 | -2.6 | -1
> CCNC(=O)CC(=O)Nc1ccccc1C(=O)O
 : -3 | -2 | -3 | 15 | 6 | 4 | -0.4 | -6 | -1.0 | -7
> CCc1ccc(Oc2ncnc(N)c2[N+](=O)[O-])cc1
 : -4 | 67* | -5 | 12 | 7 | 1 | -0.6 | 1 | -1.3 | 1
> CCc1nc(SCC(=O)Nc2cccc3ccccc23)[nH]c(=O)c1C
 : -2 | -1 | 0 | 6 | 14 | -2 | -0.9 | -5 | -2.6 | 1
> Cc1ccc(S(=O)(=O)NCC2CCC(C(=O)NCCCN3CCOCC3)CC2)cc1 (configuration not stated)
 : -2 | 39* | 0 | 6 | 16 | -2 | -0.5 | 6 | -3.8 | -5
> CN1C(=O)CC(C(=O)Nc2ccccc2F)SC1=Nc1ccc2c(c1)OCO2 (configuration not stated)
 : -3 | 1 | -10 | 32 | -6 | 1 | -0.9 | 4 | 1.3 | -3
> COc1ccc(NC(=O)C2CCC(CNS(=O)(=O)c3cccs3)CC2)cc1OC (configuration not stated)
 : 2 | 0 | 10 | -14 | 9 | 1 | -0.4 | 2 | -1.9 | 7
> CCCCN(Cc1cc2cc(C)ccc2[nH]c1=O)C(=O)c1ccccn1
 : 0 | -1 | -3 | 5 | 14 | -3 | 1.1 | -2 | -2.7 | -4
> COc1ccccc1CNC(=O)[C@@H](NC(=O)C1CCN(C(=O)[C@@H]2CCCN2C(=O)OC(C)(C)C)CC1)C(C)C
 : 6 | -5 | 1 | -4 | 13 | -1 | -0.9 | 1 | -2.5 | -5
> Cc1cccc2cc3c(N)c(C(=O)N4CCc5ccccc54)sc3nc12
 : -2 | 0 | -41 | 4 | -6 | 0 | -0.1 | 18 | 1.3 | -4
> COc1ccc(-n2c(=S)[nH]c3cc(C(=O)Nc4ccc(F)cc4)ccc3c2=O)c(OC)c1
 : -2 | -2 | 3 | 7 | -1 | 0 | -2.0 | -4 | 0.1 | -1
> Nc1ncnc2c1ncn2[C@@H]1O[C@H](CNCc2ccc(OCC(=O)Nc3nccs3)cc2)[C@@H](O)[C@H]1O
 : 2 | 2 | -3 | -7 | 14 | 5 | -0.4 | 2 | -3.0 | -3
> O=C(COc1ccccc1Cl)Nc1cccc(S(=O)(=O)N2CCCC2)c1
 : -5 | -10 | 2 | 11 | 8 | 0 | -1.8 | -5 | -2.0 | -3
> CCc1nc2nc(C)c(NS(=O)(=O)c3ccc(Cl)cc3)c(=O)n2[nH]1
 : -2 | -4 | -8 | 4 | 11 | 3 | -2.4 | -3 | -2.0 | -3
> CC1CC(N(C(=O)C2CC2)c2ccccc2)c2ccccc2N1C(=O)C1CC1 (configuration not stated)
 : -1 | 1 | -6 | 4 | 7 | 3 | 1.8 | 2 | -1.6 | -6
> Cc1ccc(C(=O)NCCNC(=O)c2ccco2)cn1
 : 0 | 1 | 3 | -7 | 13 | 1 | 0.5 | -8 | -2.1 | 4
> CC/C(=N/O)C(=O)c1ccc(Br)cc1
 : 2 | -1 | -7 | 18 | -2 | 4 | -1.1 | 0 | 0.4 | 0
> Cc1cc(C(F)(F)F)nc(-n2cc(-c3cccc(N)c3)nn2)n1
 : -5 | -5 | -3 | 4 | 16 | 0 | 0.3 | 0 | -3.1 | 0

Carrying on:
Value order – HTR5A ag | CAL-PDZ inh HTS | RTF Ca sens inh | HTR5A inv ag | MOR-DOR inv ag | V-ATPase pH | LANA DNA inh | RTF Ca sens act | MOR-DOR ag | Keap1-Nrf2 PPI
> Cc1cc(NC(=O)CSc2nnc(-c3ccncc3)n2-c2ccc(F)cc2)no1
 : 1 | 4 | -9 | -3 | 15 | 0 | 0.7 | -2 | -2.8 | 0
> Cc1ccc(NC(=O)CN(C)C(=O)Cn2cc(C(F)(F)F)cc(Cl)c2=O)cc1
 : 5 | 4 | -16 | -2 | 0 | 3 | -1.5 | 8 | 0.0 | -2
> COc1ccc(C(=O)N(C)Cc2ccccc2F)cc1S(=O)(=O)N1CCCC1
 : 4 | -4 | -16 | -9 | 7 | -1 | 0.4 | 1 | -1.8 | 3
> Cc1ccc(NC(=O)C(C)OC(=O)CCNS(=O)(=O)c2ccc(C)cc2)cc1 (configuration not stated)
 : 4 | · | 4 | -23 | -4 | -4 | -1.1 | -2 | 0.7 | -4
> CCOC(=O)C1=C(COC(=O)/C=C/c2cccc([N+](=O)[O-])c2)NC(=O)NC1C (configuration not stated)
 : 1 | -3 | 1 | -3 | -1 | 1 | -0.2 | 9 | 0.1 | -4
> O=C(O)c1ccc(-c2nc3ccccc3[nH]2)cc1
 : 2 | 3 | -8 | 7 | 1 | -2 | 2.0 | -3 | -0.2 | -2
> O=S(=O)(Nc1nnc(C2CC2)s1)c1ccccc1
 : 1 | -2 | -9 | -2 | 0 | -2 | -0.8 | -3 | -0.1 | -1
> Cc1nnc(SCC(=O)NNC(=O)c2ccccc2)n1N
 : 1 | 2 | -7 | -3 | 11 | 0 | -0.4 | -3 | -2.9 | -7
> CC(=O)c1ccc(NC(=O)CCCN2C(=O)/C(=C/C(C)=C/c3ccccc3)SC2=S)cc1
 : 2 | 2 | -10 | 11 | 12 | -2 | 1.9 | 12 | -2.8 | 0
> O=C(NCc1ccc(Cl)cc1)c1nccnc1CO
 : -3 | -34 | -7 | 12 | 11 | -2 | -2.4 | 2 | -2.4 | -3
> O=[N+]([O-])c1cc(S(=O)(=O)NCCN2CCOCC2)ccc1Cl
 : -4 | 1 | -12 | 10 | -10 | 0 | 0.4 | 6 | 1.8 | -3
> CC(C)(C)n1nnnc1C(c1cccnc1)N1CCN(c2ccccn2)CC1 (configuration not stated)
 : -1 | · | -11 | 1 | 4 | 1 | 1.9 | -1 | -0.9 | -4
> CCn1c(=O)c2ccccc2n2c(SCC(=O)N3CCc4ccccc4C3)nnc12
 : 4 | 2 | 4 | -7 | 5 | 1 | -1.6 | 3 | -0.9 | 0
> COc1ccc(S(=O)(=O)N2CCCCCC2)cc1C(=O)OC(C)C(N)=O (configuration not stated)
 : 5 | + | -3 | -5 | 9 | -1 | 1.8 | 5 | -1.6 | 3

Compound activity (PubChem)
